# SRC2 inh: inhibition of GAL4-SRC2 driven luciferase reporter, primary screen, SRC2 inhibitor project, cell-based, luminescence; Nuclear receptor coactivator 2 (Homo sapiens), Q15596; HEK293 GAL4-SRC2 luciferase reporter; inhibition, % at 9 µM; actives 0.17% (n = 370,000); AID 651957, 2012;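 active = inhibition above the mean inhibition of all tested compounds plus 3 SD, set per campaign, cut at about 52% in these data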;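 also: 0% = DMSO treated cells and 100% = cells given Gossypol at 36 µM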
# SRC3 inh: SRC3 coactivator transcriptional activity inhibitors, primary screen, cell-based, luminescence | actives 0.17% (n = 360,000) | Nuclear receptor coactivator 3 (Homo sapiens), Q9Y6Q9 | HEK293 GAL4-SRC3 luciferase reporter | inhibition, % at 3.6 µM;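 active = inhibition above a per-campaign cutoff, the mean of all compounds plus 3 SD, cut at about 60% in these data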;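 also: 0% = DMSO-treated cells and 100% = gossypol-treated cells at 36 µM; higher means less SRC3-driven luciferase light from the GAL4 reporter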
# Vif imaging: HIV Vif self-association inhibitors, primary screen, imaging, HEK293T, single point; actives 0.35% (n = 340,000); inhibition, % at 7.49 µM; HEK293T cells, Vif self-association by quenched fluorescence, 24 h; AID 602346, 2012; in the data active = inhibition above about 50%, passing the limit was not always enough; inconclusive = no clear call, values can overlap the other calls; inactive = below about 31%; also: some results filed as inactive read as strong as hits
# LMP1 NFkB inh: EBV LMP1-driven NF-kappaB luciferase reporter inhibitors, primary screen, cell-based, luminescence, single point; inhibition, % at 12.5 µM; actives 0.69% (n = 350,000); LMP1-induced NF-kappaB luciferase reporter cells; in the data active = inhibition above about 41%; inconclusive = no clear call, values can overlap the other calls;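 also: 0% = neutral control wells and 100% = reference inhibitor control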
# TLR9-MyD88 block: inhibitors of TLR9-MyD88 association in cells, primary screen, cell-based, CHO, BLA complementation, fluorescence. CCF4 FRET ratio. inhibition, % at 4.98 µM. actives 0.21% (n = 340,000). AID 504734, 2011;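 active = inhibition above the mean over all tested compounds plus 3 SD, cut at about 21% in these data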;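 also: 0% = DMSO only wells and 100% = clavulanate BLA inhibitor control wells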
# NOD2-RIPK2 inh: NOD2-RIPK2 binding disruptors in cells, primary screen, fluorescence, CHO cells, BLA complementation; inhibition, % at 4.98 µM; AID 624267, 2012; CCF4 ratio; Receptor-interacting serine/threonine-protein kinase 2 (Homo sapiens), O43353; actives 0.38% (n = 360,000); in the data active = inhibition above about 21%;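 also: 0% = vehicle only and 100% = reference blocker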
# COUP-TFII inh: NR2F2 transcriptional activity inhibitors, primary screen, cell-based, luciferase reporter, HEK293T, luminescence. COUP transcription factor 2 (Homo sapiens), P24468. HEK293T NGFI-A luciferase reporter. inhibition, % at 8.6 µM. actives 0.7% (n = 370,000);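 active = inhibition above a per-plate cutoff, mean inhibition of test wells between control levels plus 3 SD, cut at about 38% in these data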;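 also: cells cotransfected with COUP-TFII expression vector driving the NGFI-A reporter; 0% = median of COUP-TF2 test wells and 100% = reporter-only cells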
# Target sequence (P24468 whole entry, looked up): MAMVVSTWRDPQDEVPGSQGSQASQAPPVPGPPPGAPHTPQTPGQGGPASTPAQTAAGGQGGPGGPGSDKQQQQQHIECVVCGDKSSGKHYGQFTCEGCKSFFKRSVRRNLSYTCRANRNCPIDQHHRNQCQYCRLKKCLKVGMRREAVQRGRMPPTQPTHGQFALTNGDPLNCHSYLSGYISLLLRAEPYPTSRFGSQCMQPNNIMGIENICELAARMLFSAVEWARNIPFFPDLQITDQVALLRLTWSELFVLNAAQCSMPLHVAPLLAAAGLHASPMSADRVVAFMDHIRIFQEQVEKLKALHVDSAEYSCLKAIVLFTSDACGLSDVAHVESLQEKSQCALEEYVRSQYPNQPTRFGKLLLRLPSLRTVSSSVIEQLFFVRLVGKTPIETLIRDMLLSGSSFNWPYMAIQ
# SRC1 inh: SRC1 coactivator transcriptional activity inhibitors, primary screen, cell-based, luminescence | Nuclear receptor coactivator 1 (Homo sapiens), Q15788 | HEK293 GAL4-SRC1 luciferase reporter | inhibition, % at 3.6 µM | actives 0.12% (n = 360,000);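 active = inhibition above the campaign mean plus 3 SD, with each screening campaign given its own cutoff, cut at about 60% in these data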;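 also: 0% = DMSO treated cells and 100% = gossypol at 36 µM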
# TROY NFkB inh: inhibitors of TROY-driven NF-kB signaling, primary screen, Q293 LMP1-TROYcd cells, NF-kB luciferase, uHTS. Q293 LMP1-TROYcd NF-kB luciferase reporter, 4 h. inhibition, % at 10 µM. actives 0.98% (n = 360,000). AID 1347056, 2019;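 active = compounds whose plate-normalised and pattern-corrected inhibition of the luciferase reporter signal at the single screening dose is 50% or more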
# LRH-1 inv ag: LRH-1 (NR5A2) inverse agonists, primary screen, cell-based, luminescence, HEK293T, StAR-luciferase reporter | Nuclear receptor subfamily 5 group A member 2 (Homo sapiens), O00482 | LRH-1 transfected, 24 h | inhibition, % at 3.6 µM | actives 0.13% (n = 360,000);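 active = inhibition above the mean inhibition of all tested compounds plus 3 SD, cut at about 73% in these data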;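 also: 0% = DMSO wells and 100% = reporter-only cells lacking LRH-1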
# Target sequence (O00482 whole entry, looked up): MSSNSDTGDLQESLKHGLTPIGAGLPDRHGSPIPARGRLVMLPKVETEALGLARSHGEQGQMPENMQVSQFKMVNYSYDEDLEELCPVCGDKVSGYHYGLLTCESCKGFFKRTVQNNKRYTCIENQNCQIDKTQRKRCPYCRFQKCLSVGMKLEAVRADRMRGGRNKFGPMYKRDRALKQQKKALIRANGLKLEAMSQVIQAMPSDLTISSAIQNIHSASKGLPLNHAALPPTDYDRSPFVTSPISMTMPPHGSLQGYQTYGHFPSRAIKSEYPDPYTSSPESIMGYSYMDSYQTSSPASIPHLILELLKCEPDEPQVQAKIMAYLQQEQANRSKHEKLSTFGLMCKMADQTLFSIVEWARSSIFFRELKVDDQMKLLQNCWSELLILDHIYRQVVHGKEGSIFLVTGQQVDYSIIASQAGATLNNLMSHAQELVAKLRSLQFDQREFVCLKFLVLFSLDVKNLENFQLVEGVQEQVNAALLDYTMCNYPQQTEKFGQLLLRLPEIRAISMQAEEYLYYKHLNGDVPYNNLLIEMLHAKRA
# TRAIL sens C8: viability loss with TRAIL in NB7+C8 cells, primary screen, TRAIL sensitizer project, cell-based, ATPlite luminescence; actives 1% (n = 360,000); inhibition (viability loss, TRAIL sensitization), % at 10 µM;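 active = compounds causing at least 50% loss of cell viability in the single-dose screen, relative to plate controls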
# The depositor's hits bear a star; ? = inconclusive; . = no result given. Some of the compounds tested; count on the stated rates, not on these rows.
# Values run as follows: SRC2 inh	SRC3 inh	Vif imaging	LMP1 NFkB inh	TLR9-MyD88 block	NOD2-RIPK2 inh	COUP-TFII inh	SRC1 inh	TROY NFkB inh	LRH-1 inv ag	TRAIL sens C8
- CCCS(=O)(=O)c1nc(S(=O)(=O)c2ccc(C)cc2)c(N2CCc3ccccc3C2)s1
→ -22	5	-10	-2	-6	-3	7	-17	-1	-2	-12
- O=c1oc(-c2ccc(Br)cc2)nc2ccccc12
→ -18	-34	-7	-14	1	-2	-39	-70	-9	-92	17
- Cc1n[nH]c(C)c1S(=O)(=O)N1CCCC(C(=O)NCc2ccc(F)cc2)C1 (stereo unspecified)
→ -23	10	0	-3	-5	-1	-10	-6	11	12	-8
- CCOC(=O)c1csc(NC(=O)Nc2cccc(Cl)c2)n1
→ -6	-13	-4	-2	-5	-2	8	-15	-21	-7	-6
- O=C(Nc1ccc(F)cc1F)c1c(C(F)(F)F)ccnc1Oc1ccc(Cl)cc1
→ -1	17	4	-2	-7	-9	18	0	-4	8	9
- CCC(Sc1nncn1C)C(=O)Nc1cc(C)on1 (stereo unspecified)
→ 4	2	0	3	-10	-2	2	-18	-3	-6	-3
- COc1ccc(C(CC(=O)N2CCCCC2)c2c(OC)cc(OC)c3c(-c4ccccc4)cc(=O)oc23)cc1 (stereo unspecified)
→ 12	4	-14	4	-4	-16	22	-6	-5	15	-8
- O=C(Nc1ccc(NC(=O)C2CCCN2C(=O)OCc2ccccc2)cc1)c1ccco1 (stereo unspecified)
→ -20	7	5	-8	-11	-11	-3	-4	5	0	2
- CC(C)(C)OC(=O)NCc1ccc(CNC(=O)c2nc[nH]c2C(=O)NCc2ccccc2)cc1
→ -6	-17	0	0	3	0	-8	5	24	24	2
- Nc1ccc2ncccc2c1
→ -21	1	1	1	-10	-6	6	5	0	22	-9
- Cc1ccc(NC(=O)c2ccccc2OCC(=O)c2ccccc2)cc1
→ 0	-7	-14	-3	2	3	3	0	-61	7	-8
- Cn1c(COc2ccccc2)nnc1SCCSc1nnc(COc2ccccc2)n1C
→ -10	10	8	-3	3	-12	9	-6	-8	9	11
- COc1ccccc1-c1cnc(C(O)c2c(C)cccc2C)[nH]1 (stereo unspecified)
→ -7	-7	7	.	.	0	-4	-3	0	-11	11
- CNc1nc(Cl)c(SC)c(NC2CCCCC2)n1
→ 6	6	-4	2	5	7	14	-8	-1	13	1
- O=C(Cn1[nH]c(=O)c2ccccc2c1=O)Nc1cccc(-c2nnc3n2CCCCC3)c1
→ 7	27	-3	-4	-12	-9	9	-18	19	6	-7
- Cc1ccc(-n2nc3c(c2NC(=O)c2ccc4c(c2)OCO4)CSC3)c(C)c1
→ -9	15	10	-10	7	-7	9	-24	-12	14	-16
- CCCC(=O)NCc1nc2ccccc2n1CC(=O)c1ccccc1
→ 8	14	-1	4	10	0	-13	14	9	-1	5
- CCOC(=O)c1ccccc1NC(=O)CSc1nc(N)cc(N)n1
→ 0	-2	-6	3	-8	-3	-1	0	1	-3	-5
- COc1ccc(C(=O)CSc2nnc(CNc3ccc(F)cc3)o2)cc1
→ 17	13	-11	-1	2	1	9	-5	-1	1	-1
- Cc1ccccc1CN1C(=O)[C@H]2Cc3c([nH]c4ccccc34)C(C)(C)N2C1=O
→ 25	30	-10	8	4	-1	-2	18	34	17	-10
- COc1ccc(NC(=O)C2(S(=O)(=O)c3ccc(C)cc3)CC2)cc1OC
→ 2	7	4	-7	1	-22	9	-1	-19	-3	-9
- Cc1ccc(S(=O)(=O)CC(=O)Nc2nc(C(C)(C)C)cs2)cc1
→ 4	-8	-7	4	1	3	16	-29	-21	-5	14
- C=CCn1c(Cc2ccccc2)n[nH]c1=S
→ 3	18	2	1	8	-4	14	11	11	0	26
- COc1ccc(Cl)cc1C(=O)NNC(=O)CNC(=O)c1ccco1
→ 11	12	-6	2	2	4	6	-1	-2	9	-1
- CCOC(=O)C1CCCN(CC(=O)Nc2ccc(C(=O)Nc3ccccc3OC)cc2)C1 (stereo unspecified)
→ 8	2	-7	1	0	-3	-1	-12	6	13	10
- COc1ccc(/C=N/NC(=O)c2[nH]c(C)c(C(=O)N/N=C/c3ccc(OC)cc3)c2C)cc1
→ -13	6	20	-1	4	-4	3	5	12	3	13
- COc1cc(C(=O)NCc2ccc3c(c2)cc(C)n3C)cc(OC)c1OC
→ -27	-2	26	8	-4	-3	-29	0	8	4	-19
- CCN1C(=O)[C@@H]2[C@@H](c3ccc(-c4ccc(C(C)=O)cc4)c(OC)c3)N3CCCC[C@@]3(C(=O)OC)[C@@H]2C1=O
→ -19	0	-5	-12	3	4	13	2	2	3	-19
- CS(=O)(=O)c1cccc(C(=O)OCC(=O)c2ccc3c(c2)OCCO3)c1
→ -13	18	22	8	2	1	2	3	-72	0	4
- CC(=O)N(C)c1ccc(NS(=O)(=O)Cc2ccccc2)cc1
→ -37	4	6	-6	7	-1	-22	-11	57*	-1	6
- O=C(CCCc1ccccc1)N1CCN(C2CCCCC2)CC1
→ -24	-69	-1	-29	1	-8	-17	-37	-1	-89	-4
- COC1=C(OC)c2ccccc2C(C(=O)O)N/C1=C(/C)Nc1ccncc1 (stereo unspecified)
→ -3	-5	1	-2	-8	-14	13	-2	25	8	-11
- COc1ccc(/C(N)=N/OC(=O)Cc2ccccc2OC)cc1
→ -27	-2	-3	-14	0	4	-6	-11	-55	4	7
- O=c1cc(-c2ccccc2Cl)oc2c(NS(=O)(=O)c3cccs3)ccc(O)c12
→ 6	-9	-4	-9	-7	1	10	-8	6	4	-11
- Cn1c(=O)c2c(nc(SCc3ccc(C(=O)O)cc3)n2C)n(C)c1=O
→ -13	-9	-7	-3	-3	-8	5	1	11	-11	-15
- CCOc1ccc(NC(=S)N2CCN(S(=O)(=O)c3ccc(C)cc3)CC2)cc1
→ 9	7	.	3	10	-11	-1	-8	15	9	1
- CC1CCCC(NC(=O)CSc2n[nH]c(=O)n2Cc2ccccc2)C1C (stereo unspecified)
→ -14	15	-8	.	.	11	2	-11	-11	9	-3
- CC(C)(C)c1ccc(OC(=O)CN2C(=O)C3C4CCC(C4)C3C2=O)cc1 (stereo unspecified)
→ 3	8	0	4	-10	0	7	-12	-9	6	3
- CCC(C)N1CCNCC1 (stereo unspecified)
→ 5	-1	-2	-2	7	-14	1	6	8	-2	-9
- CCOc1cc(-c2cc(-c3ccc(C)o3)nc(N)c2C#N)ccc1O
→ 6	7	-14	2	-2	-5	6	1	-3	10	-10
- Cc1c(NC(=O)/C(C#N)=C/c2ccc(-c3ccc(Cl)cc3)o2)c(=O)n(-c2ccccc2)n1C
→ -9	14	-6	-25	1	-1	-6	-5	24	4	10
- Cn1c(=O)n(C)c2cc(/C=C3/NC(=O)N(Cc4ccccc4)C3=O)ccc21
→ -46	11	16	4	7	-8	-19	0	3	17	-1
- CCc1cc(-c2n[nH]c(C)c2-c2ccccc2Cl)c(O)cc1OC
→ -15	-7	-1	4	5	8	15	10	12	1	-8
- O=C(N/N=C/c1ccc(OC(=O)c2cccs2)cc1)c1ccccn1
→ -69	-70	-25	-15	-9	10	-19	-98	-31	-78	15
- COc1ccccc1NS(=O)(=O)c1cc(NC(=O)Cn2cnc3c2c(=O)n(C)c(=O)n3C)ccc1C
→ -1	4	4	4	-6	-7	-6	-6	-11	-8	7
- NC(=O)c1ccc(NC(=O)Cc2cccs2)cc1
→ -27	-23	6	2	-12	-10	-11	-12	-11	-2	0
- COc1cc(NC(=O)C2CCCCC2)c(OC)cc1NC(=O)CCC(=O)NCc1ccco1
→ -2	11	-2	2	6	6	-8	2	-2	11	-4
- NC(=O)c1ccc(NC(=O)COc2coc(CN3CCc4ccccc4C3)cc2=O)cc1
→ -2	-11	-9	-4	8	4	0	4	10	14	7
- C=CCNC(=O)c1onc(CSc2cccc(OC)c2)c1C(=O)O
→ -32	-6	5	3	-3	-9	-8	-4	14	-1	2
- O=C(c1ccco1)N1CCN(c2cc(C(F)(F)F)nc3ncnn23)CC1
→ 19	12	-6	-1	3	6	11	-13	8	-22	13
- BrC(=C\c1ccccc1)/C=N/n1cnnc1
→ 4	-22	20	?	10	15	-35	-26	16	-39	-7
- CCOc1ccc(N=C2NC(=O)C(CC(=O)Nc3ccccc3)S2)cc1 (stereo unspecified)
→ -7	-1	-6	2	2	1	-3	10	11	0	-4
- Cc1ccc(C(=O)N2CC(C(=O)O)C2)cc1
→ -10	4	-3	-9	.	-10	26	-4	-4	1	19
- COc1cccc(C(=O)NCC(c2cccs2)N2CCc3ccccc32)c1 (stereo unspecified)
→ -17	7	0	5	9	-13	5	-5	-21	-4	15
- O=C(O)c1cc(-n2nnnc2SCc2ccc([N+](=O)[O-])cc2)ccc1Cl
→ 12	13	.	-4	9	4	-5	1	4	3	-9
- COC(=O)c1cc(OC)c(OC)cc1NC(=O)Nc1ccc(OC)cc1
→ 2	2	.	-2	5	-13	-9	7	-9	-3	12
- CN1CCN(c2ccc(NC(=O)c3ccccc3)cc2)CC1
→ -62	-84	4	-6	6	8	-41	-98	1	-90	1
- CC(NC(=O)c1sc2ccccc2c1Cl)C1CCCO1 (stereo unspecified)
→ -42	-40	-14	-27	-3	-15	-31	-72	-48	-92	36
- CC1=CC(=C(C#N)C#N)C=C(C)N1Cc1ccccc1
→ -9	16	6	-2	-6	10	7	0	1	1	-3
- CC(=O)Nc1c(C)ccc(S(N)(=O)=O)c1C
→ -4	-13	10	1	-7	-6	6	3	-4	-1	-5

# Additional results:
# Values run as follows: SRC2 inh	SRC3 inh	Vif imaging	LMP1 NFkB inh	TLR9-MyD88 block	NOD2-RIPK2 inh	COUP-TFII inh	SRC1 inh	TROY NFkB inh	LRH-1 inv ag	TRAIL sens C8
- Cn1ncc(Cl)c1C(=O)N1CCN(S(=O)(=O)c2cccs2)CC1
→ -21	10	5	2	1	-4	1	8	14	2	-7
- CC(NC(=O)c1ccc(Cl)c(S(=O)(=O)NC2CC2)c1)c1ccco1 (stereo unspecified)
→ -7	-33	0	-1	8	4	-11	5	5	-16	-2
- Cc1cccc(C)c1NC(=O)C(c1ccccc1)n1c(=O)c(-c2cc3ccccc3[nH]2)nc2ccccc21 (stereo unspecified)
→ -2	.	.	.	.	47*	9	.	.	17	-11
- COc1cc(OC)cc(-c2cc(N)n(S(=O)(=O)c3cccc4nsnc34)n2)c1
→ -5	16	5	0	-2	-1	17	3	6	-7	5
- Cc1ccc(S(=O)(=O)N2CCCCC2)cc1C(=O)NCc1ccc(S(N)(=O)=O)cc1
→ -27	-5	18	-6	10	7	3	-5	-11	-29	0
- O=C(Nc1ccccc1Cl)N1CCN(c2ccc3nnc(-c4ccc(F)cc4)n3n2)CC1
→ -17	4	-4	0	8	9	11	-23	7	28	13
